High-throughput results as filed in PubChem.
B2AR arrestin: recruits beta-arrestin to the human beta2-adrenergic receptor; P07550; beta-arrestin recruitment to beta2AR, cell-based reporter; Potency, µM (series often up to 46.1 µM), inactives show at the top dose activation, usual class: activators; 330,000 compounds, 0.02% hits; AID 492947;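 also: potency is read from the fitted curve at half-maximal effect; 0% = DMSO controls and full agonism = EC100 isoproterenol or metaproterenol; nearly all actives have a fitted effect of over 65% in size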
Target sequence (P07550 whole entry, looked up): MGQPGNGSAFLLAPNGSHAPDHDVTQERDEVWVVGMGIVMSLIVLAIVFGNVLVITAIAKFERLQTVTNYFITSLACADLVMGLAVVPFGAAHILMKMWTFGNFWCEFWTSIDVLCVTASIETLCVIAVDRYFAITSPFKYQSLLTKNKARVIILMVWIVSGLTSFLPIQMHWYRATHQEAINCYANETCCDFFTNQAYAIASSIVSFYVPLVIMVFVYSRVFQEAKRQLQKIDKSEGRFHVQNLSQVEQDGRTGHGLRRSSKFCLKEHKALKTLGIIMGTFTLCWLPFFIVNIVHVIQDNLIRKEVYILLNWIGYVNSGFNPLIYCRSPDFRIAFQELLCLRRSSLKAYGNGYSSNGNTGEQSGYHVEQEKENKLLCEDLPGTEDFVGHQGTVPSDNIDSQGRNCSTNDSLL
USP2a inh: blocks human ubiquitin-specific protease USP2a; AID 463254; 330,000 compounds, 0.01% hits; Potency, µM (series often up to 38.3 µM), inactives show top-dose activity change, negative = inhibition, hits mostly inhibitors; O75604; USP2 core, Ub-CHOP2 coupled fluorogenic reporter, 485/531;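 also: potency is read from the fitted curve at half-maximal effect; plate controls were DMSO wells for no effect and full inhibition by NEM control for full effect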
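Cell-free coupled assay: 10nM USP2 core preincubated 30min RT with compound in Tris-HCl pH 8.0/CaCl2/CHAPS buffer, then 25nM Ub-CHOP2 and 25nM reporter substrate; fluorescence (Ex 485/Em 531) read after 60min RT, normalized to NEM inhibition, concentration-response curves fitted.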
Menin MLL FP TR: inhibitors of human menin-MLL interaction, mutant MLL peptide. O00255. Menin + Texas Red MLL mutant peptide, fluorescence polarization. Potency, µM (titrated, usually from 61.6 µM), without a hit: top-dose FP activity change, negative = inhibition, actives largely listed as inhibitors. 270,000 compounds, 0.23% hits. AID 1768; active = well fitted inhibition curve with a large enough effect in the polarisation, with a control signal flat, not every such curve was filed as active; inconclusive = small, poorly fitted or top-dose-only effect, or effect the other way, or a change in a side signal; inactive = no such curve, though single readings can be large or run the other way; the % refers to the polarisation; also: potency is read from the fitted curve at half-maximal effect; % of control where 0% means no effect; many of its hits are not listed in these tables
Target sequence (O00255 whole entry, looked up): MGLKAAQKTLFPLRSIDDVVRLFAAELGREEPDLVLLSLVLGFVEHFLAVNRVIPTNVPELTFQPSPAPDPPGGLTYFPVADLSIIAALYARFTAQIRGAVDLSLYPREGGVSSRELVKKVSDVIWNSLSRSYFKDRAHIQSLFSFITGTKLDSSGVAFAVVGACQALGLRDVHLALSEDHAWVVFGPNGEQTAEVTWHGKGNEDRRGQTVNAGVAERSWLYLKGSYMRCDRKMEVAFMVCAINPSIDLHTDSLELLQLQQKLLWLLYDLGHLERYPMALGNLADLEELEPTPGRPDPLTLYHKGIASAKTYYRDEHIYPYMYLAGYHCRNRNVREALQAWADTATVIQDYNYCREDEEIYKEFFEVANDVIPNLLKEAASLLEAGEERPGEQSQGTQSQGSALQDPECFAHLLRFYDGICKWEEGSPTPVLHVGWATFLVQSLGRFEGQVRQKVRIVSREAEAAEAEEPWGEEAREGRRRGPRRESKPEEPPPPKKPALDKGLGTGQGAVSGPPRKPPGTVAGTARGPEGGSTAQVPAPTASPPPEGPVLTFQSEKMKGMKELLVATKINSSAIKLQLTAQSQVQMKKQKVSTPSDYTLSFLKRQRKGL
KCNH2 3.1 inh: KCNH2 3.1 (human) potassium channel inhibition | 340,000 compounds, 0.95% hits | U2OS KCNH2 3.1, thallium flux FluxOr; active compounds read low | activity change, % (tested at about 1.8 µM);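 active = maximum activity change below -70%; inconclusive = maximum activity change from -70% to -50%; inactive = maximum activity change above -50%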;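 also: thallium influx rate constant from kinetic fluorescence after stimulation buffer; % is scaled to controls: 0 for no effect and ±100 for the full control effect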
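U2OS cells transduced with KCNH2 3.1 mutant virus (1.77 x 10^8 /mL, 4 h), plated overnight at 37 C, loaded 45 min with FluxOr dye plus Red40 quencher. Thallium flux rate constant from kinetic reads after stimulation buffer, normalised to controls.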
GALK inh: galactokinase (human) inhibition; Purified GALK, Kinase-Glo residual ATP luminescence; 270,000 compounds, 0.007% hits; Potency, µM (highest dose often 57.5 µM), for the others: at the highest dose activity change, negative = inhibition, usual class: inhibitors; P51570; also: potency is read from the fitted curve at half-maximal effect; % is scaled to controls: 0 for no effect and ±100 for the full control effect
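Quantitative HTS: GALK 5 nM, ATP 35 uM, galactose 100 uM, 1 h room temperature, then luciferase-based ATP detection.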
PKM2 act: PKM2 (human) enzyme activation. P14618. purified PKM2, Kinase-Glo ATP luminescence, activation; response scale: 0% is enzyme alone, no compound. 260,000 compounds, 0.34% hits. Potency, µM (top dose mostly 57.5 µM), for the others: top-dose activation, most hits filed as activators; also: potency is read from the fitted curve at half-maximal effect; % is scaled to controls: 0 for no effect and ±100 for the full control effect; nearly all actives have a fitted effect of over 55% in size
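ATP formation by purified human PK-M2, quantified via coupled luciferase luminescence after 1 h at room temperature with 0.1 mM ADP and 0.5 mM PEP final.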
FBPA coupling cs: inhibits coupling enzyme system, counter-screen for aldolase hits; coupling enzyme system counterscreen, AmpLite Red fluorescence; activity change, negative = inhibition, % at 58.2 µM, hits read low; 290,000 compounds, 0.67% hits; AID 2472; in the data active = activity change below about -30%; also: % is scaled to controls: 0 for no effect and ±100 for the full control effect
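Counterscreen lacking aldolase: glyceraldehyde-3-phosphate coupling-enzyme reagent preincubated 10 min at RT with compound (at 57.5 uM final), then substrate/coupling system with AmpLite Red added; fluorescence read at 525/598 nm after 20 min RT.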
KCNH2 WT inh: inhibitors of human wildtype KCNH2 potassium channel; activity change, % at 1.84 µM; Q12809; U2OS, BacMam KCNH2, thallium flux FluxOr; active compounds read low; 340,000 compounds, 0.37% hits;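 active = maximum activity change below -70%; inconclusive = maximum activity change between -70% and -50%; inactive = maximum activity change above -50%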; also: % is scaled to controls: 0 for no effect and ±100 for the full control effect
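U2OS cells were transduced with wild-type KCNH2 virus (2.03 x 10^8 / mL) for 4 h at room temperature, then cultured overnight at 37 C. Thallium flux was read with FluxOr dye. Rate constants were normalized to DMSO controls.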
CXXC DNA block: blocks binding of human MLL CXXC domain to DNA; Q03164; Potency, µM (series often up to 115 µM), without a hit: at the highest dose activity change, negative = inhibition, most hits filed as inhibitors; MLL-CXXC / FITC-HOXA9 DNA fluorescence polarization; 290,000 compounds, 0.037% hits; active = well fitted inhibition curve with a large enough effect in the polarisation, with a control signal flat, not every such curve was filed as active; inconclusive = small, poorly fitted or top-dose-only effect, or effect the other way, or a change in a side signal; inactive = no such curve, though single readings can be large or run the other way; the % refers to the polarisation; also: potency is read from the fitted curve at half-maximal effect
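Fluorescence polarization: 7 uM MLL-CXXC (stock) preincubated 5 min with compounds, then 50 nM fluorescein-HOX-A9 DNA (stock) added; 30 min ambient. Buffer 50 mM Tris-HCl pH 7.5, 50 mM NaCl, 1 mM DTT, 0.05% BSA.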
TRPV1 agonist: agonists of human vanilloid receptor 1 (TRPV1); 320,000 compounds, 0.19% hits; TRPV1-expressing cells, Fluo-8 calcium influx, agonist mode; activation, % at 8.33 µM; AID 540275; in the data active = activation above about 80%; inconclusive = between about 30% and that limit; also: 0% is about no effect
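Fluo-8 calcium influx in TRPV1-expressing cells, kinetic read (ex 480/em 520 nm). Compound added and read 3 min for agonist activity, followed by capsaicin at EC20 final and 2 min further read for enhancement.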
Giardia kill: Giardia lamblia killing; Giardia lamblia trophozoite viability; activity change, % at 7.66 µM, hits read low; 340,000 compounds, 0.15% hits; AID 540267; in the data active = activity change below about -80%; inconclusive = between about -30% and that limit;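 also: parasites exposed to compound for two days anaerobically before the ATP read; % is scaled to controls: 0 for no effect and ±100 for the full control effect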
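Trophozoites 100 cells/well + cpd; 48 hrs, 37 deg C, anaerobic. ATPLite 1-Step added, 15-30 min RT, luminescence read (ATP-based viability).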
Active calls of the source: *; ? = inconclusive; . = no result given; [ ] = another dose, or the depositor's remark. Unless noted, calls follow the shape of the dose curve; as a rule, active = well fitted curve in the direction sought with a large enough effect; inconclusive = small, poorly fitted or top-dose-only effect, or another doubt; inactive = no such curve, though single readings can be large; an effect the other way counts as inactive or inconclusive. Not all compounds are listed. The share of hits here may be higher or lower than overall.

SMILES	B2AR arrestin	USP2a inh	Menin MLL FP TR	KCNH2 3.1 inh	GALK inh	PKM2 act	FBPA coupling cs	KCNH2 WT inh	CXXC DNA block	TRPV1 agonist	Giardia kill
CC(C)N(Cc1nc(-c2ccccc2)no1)C(=O)CSc1ccccc1	-0.4%	-1%	7%	6	-2%	-4%	3	3	-1%	7	-8
O=C(N/N=C(\c1ccccc1)c1cccnc1)c1cc(O)ccc1O	-0.6%	-1%	8%	.	-2%	2%	-2	.	?	0	.
CCc1ccc(/C=N/NC(=O)c2nnn(-c3nonc3N)c2CN2CCOCC2)cc1	-0.1%	-1%	.	-37	-2%	.	.	14	0%	0	-13
C[C@@H]1NC(=O)c2cc([N+](=O)[O-])cc(I)c2NCC[C@@H](C(N)=O)NC(=O)[C@H](CC(N)=O)NC1=O	-1.4%	-4%	4%	27	.	-2%	-1	-8	-4%	-3	0
COc1ccccc1NCCC(=O)OCC(=O)NC1CC1	-1.1%	-2%	-3%	11	0%	-14%	-5	0	6%	2	0
C#CCOCCOCCOCCNc1nc(N2CCN(C(=O)C([C@@H](C)O)n3cc([C@@H](N)CCCCN)nn3)CC2)nc(N2CCN(C(=O)[C@H](CCCN=C(N)N)n3cc(C(N)[C@@H](C)CC)nn3)CC2)n1 (stereo not given in full)	0.0%	1%	.	7	.	.	.	7	.	.	?
COc1cc(/C=C/C(=O)Nc2ccc(C)cc2)cc(OC)c1OC	-0.2%	4%	21%	6	-4%	6%	0	-4	3%	1	-18
COc1cccc(CNS(=O)(=O)c2cc(Br)cc3c2N(C(C)=O)C(C)C3)c1 (stereo not given)	-0.1%	1%	-1%	1	-1%	-2%	-3	8	-7%	3	2
COc1ccc(N(CC(=O)NCCc2ccc(C)cc2)S(=O)(=O)c2c(C)noc2C)cc1	-0.2%	2%	.	-13	2%	.	.	7	3%	3	21
CCN(CC)C(=O)COc1ccc2c3c(c(=O)oc2c1)CCCC3	-0.4%	0%	-2%	0	1%	-1%	-1	1	3%	2	-16
COc1ccc2nc(NC(=O)CCNC(=O)c3ccccc3Cl)sc2c1	-0.1%	-2%	-26%	4	6%	?	-1	3	-11%	0	3
CCc1cc(-c2n[nH]c(C)c2-c2nc3ccccc3n2C)c(O)c(CN2CCN(C)CC2)c1O	0.2%	-2%	-19%	-5	-3%	1%	-1	6	6%	8	11
Cc1ccc2c(c1)c1c(n2CC(O)CN2CCC(C)CC2)CCCC1 (stereo not given)	-0.3%	4%	.	-9	-1%	2%	-9	14	-5%	9	-12
Cc1ccc(S(=O)(=O)[N-]c2nc3ccccc3nc2-[n+]2cc(C)cc(C)c2)cc1	0.1%	2%	.	18	-1%	-2%	3	14	-5%	0	-22
CC(C)NC(=O)CN1CCN(Cc2nc(-c3cccs3)no2)CC1	-1.0%	-2%	8%	-10	9%	-4%	3	-3	2%	0	0
CC(C)NC(=O)COc1ccc(S(=O)(=O)N2CCCC2)cc1	-0.2%	0%	2%	-3	-4%	-1%[11.5 µM]	6	-1	0%	2	12
c1ccc2c(-c3c[nH]c4ccccc34)c3ccccc3nc2c1	0.0%	-1%	-2%	-5	0%	-3%	1	2	16%	28	-12
O=S(=O)(c1cccc(-c2cn3cccnc3n2)c1)N1CCCCCC1	0.3%	-1%	-4%	-6	5%	-3%	2	1	-16%	2	6
COC(=O)c1ccc(CSc2nc3c(cnn3-c3ccc(C)c(C)c3)c(=O)[nH]2)o1	-1.0%	-2%	2%	8	-2%	3%	0	-4	8%	2	-21
COC(=O)c1[nH]c2c(c1C)C(=O)CC(c1cccc(OC)c1)C2 (stereo not given)	0.4%	3%	-8%	-1	6%	.	0	3	-1%	26	-4
C=CCn1c(C)nnc1SCC(=O)Nc1ccc2c(c1)OCCO2	-0.1%	-2%	.	15	.	.	.	-12	.	.	-5
Cc1ccc(C(=O)NS(=O)(=O)c2ccc(C)cc2)cc1	-0.1%	2%	.	-2	-2%	-2%	9	2	0%	.	10
CC(C)[C@H](NC(=O)c1ccccc1)C(=O)OCC(=O)NCCC1=CCCCC1	-0.8%	3%	-12%	-24	2%	2%	-4	-5	-14%	21	17
COc1ccc(-c2coc3c(CN4CCCCC4)c(O)c(CN4CCCCC4)c(O)c3c2=O)cc1	-0.2%	-2%	-22%	.	0%	-2%	2	.	?	-1	.
COc1ccc(C(=O)NCCNC(=O)c2ccc(C)nc2)cc1	-1.1%	0%	10%	9	-2%	-15%	-2	14	10%	-1	7
CCOC(=O)N1CCC(NC(=O)c2cc(COc3c(C)cccc3C)on2)CC1	0.2%	4%	.	-17	-1%	.	.	4	5%	7	10
CCN1CCN(CC(=O)c2ccc(OC)cc2)CC1	0.3%	0%	12%	7	0%	7%	1	14	13%	3	3
COc1ccccc1Oc1c(C)oc2c(CN3CCN(C)CC3)c(O)ccc2c1=O	0.2%	1%	0%	.	0%	-8%	0	.	69%[activator]	-3	.
Cc1ccccc1Nc1nc(CSc2nnc(-c3ccoc3C)n2C)cs1	4.7%	3%	0%	.	3%	12%	0	-3	4%	-4	-8
Cc1onc(-c2c(F)cccc2Cl)c1C(=O)c1ccccc1	-0.5%	1%	.	-3	.	-5%	-1	11	2%	29	-2
Cc1cccc(NC(=O)C2CCN(C(=O)c3ccc(F)cc3)CC2)n1	0.1%	1%	.	7	.	.	.	-10	.	-1	7
CCOc1ccc(OCCSc2ccc(S(=O)(=O)N3CCN(C)CC3)cn2)cc1	-0.3%	-7%	.	8	.	.	.	1	.	29	8
NC(=O)C1CCN(C(=O)CCC(=O)c2cccs2)CC1	-0.3%	-1%	.	26	.	.	.	3	.	.	-13
CCc1ccc(NC(=O)CSc2nc(CSc3ccc(C)cc3)cc(=O)[nH]2)cc1	-0.8%	-1%	.	2	-2%	4%	8	6	3%	1	?
CCn1ccc(C(=O)NCc2ccc3c(c2)OCO3)n1	0.2%	0%	.	13	4%	1%	.	7	4%	1	-2
O=C(COC(=O)Cc1ccc(S(=O)(=O)N2CCOCC2)s1)Nc1ccc2c(c1)OCO2	-0.3%	-1%	14%	8	1%	-15%	-1	18	-5%	-1	6
Cc1ccc(S(=O)(=O)NCCN2CCOCC2)s1	-0.5%	0%	.	-3	-4%	-8%	.	-6	-3%	-2	-12
COc1ccc(-c2sc3ccccc3c2-c2ccc(OCCN(C)C)cc2)cc1	-0.1%	1%	.	-29	.	.	.	-2	.	.	-11
Cc1ccc(CN2CCN(/N=C/c3ccc(O)c(O)c3)CC2)cc1	-0.8%	-1%	3%	-3	1%	6%	-4	-2	-12%	3	-15
O=C(NC(=S)NCCC1=CCCCC1)c1cccnc1	-0.1%	7%	-1%	7	-1%	0%	0	-1	6%	?	-5
O=C(C1=C[C@H](c2ccccc2)C[C@H](OCc2ccc(CO)cc2)O1)N1CCN(Cc2ccc3c(c2)OCO3)CC1	0.1%	-4%	?	-47	-1%	2%	1	-4	-20%	20	-4
Nc1cccc(Nc2ncnc3ccccc23)c1	-0.1%	1%	26%	-22	-1%	-4%	1	8	-9%	2	-11
O=C1Cc2cc(NS(=O)(=O)c3ccc(Cl)cc3)cc3c2N1CCC3	0.1%	-1%	.	-4	.	.	.	-8	.	1	1
O=S(=O)(c1cnccc1N1CCN(/N=C/c2ccccc2)CC1)N1CCCCC1	-0.7%	5%	20%	-2	.	0%	1	12	-6%	1	-25
CCC(C)Oc1nc2ccccc2nc1NS(=O)(=O)c1ccccc1 (stereo not given)	-0.1%	-3%	3%	-6	-1%	-14%	0	1	24%	2	-4
Cc1ccc2c(c1)N(CCCC(=O)NCCCN1CCCCC1)C(=O)CO2	0.1%	2%	3%	-1	.	0%	2	10	.	0	-2
COC(=O)c1ccccc1NC(=O)/C=N/O	0.1%	-1%	.	3	-1%	-2%	1	0	16%	-1	18
C=CCNC(=O)COc1ccc(S(=O)(=O)Nc2ccc(OCC)cc2)cc1	-1.7%	2%	8%	4	1%	0%	4	-3	4%	-5	19
Cc1ccc(/C=N/NC(=O)CN(Cc2ccccc2)S(=O)(=O)c2ccc3c(c2)OCCO3)cc1	-0.3%	2%	1%	-18	1%	-1%	-3	5	1%	1	-22
COc1cc(OC)c2c(C)c(Cl)c(=O)oc2c1	4.5%	1%	?	-16	1%	-3%	1	4	18%	-3	-12
CCOc1ccc(NS(=O)(=O)c2ccc(C(=O)NCC3(N4CCCCC4)CCCCC3)cc2)cc1	-0.1%	-3%	.	-23	6%	1%	.	35	24%	-4	-3
